Assay outcomes as filed in PubChem.
TR SRC2 fluor cs – Total Fluorescence Counterscreen for Inhibitors of the Interaction of Thyroid Hormone Receptor and Steroid Receptor Coregulator 2 | TRb/SRC2 Texas Red total fluorescence interference | Potency, µM (series often up to 106 µM), inactives show at the highest dose fluorescence change, negative = quenching | 280,000 tested, 0.29% active; active means well fitted curve in either direction with a large enough effect; inconclusive means small, poorly fitted or top-dose-only effect; further: on the % scale 0 is the no-effect control and ±100 the full control effect
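Flags fluorescent or light-absorbing compounds by total fluorescence, S + 2P, at 555 nm excitation and 632 nm emission. Mixture: 20 nM Texas Red SRC2 peptide, 0.6 uM human TRb LBD, 1 uM T3, 5% DMSO; compound exposure 5 h at ambient temperature.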
JMJD2E inh – qHTS Assay for Inhibitors of Human Jumonji Domain Containing 2E (JMJD2E). JMJD2E catalytic domain, FDH-coupled NADH fluorescence (FDH is formaldehyde dehydrogenase). Lysine-specific demethylase 4E (Homo sapiens), B2RXH2. 230,000 tested, 1.6% active. Potency, µM (doses to about 57.1 µM), without a hit: at the highest dose activity change, negative = inhibition, actives largely listed as inhibitors; active means well fitted inhibition curve with a large enough effect, not every such curve was filed as active; inconclusive means small, poorly fitted or top-dose-only effect, or another doubt; inactive means no such curve, though single readings can be large or run the other way;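 further: 0% = wells with enzyme and -100% = buffer wells without enzyme; nearly all actives have a fitted effect of over 50% in size; many of its hits are not listed in these tables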
Target sequence (B2RXH2 1-337 limits assumed): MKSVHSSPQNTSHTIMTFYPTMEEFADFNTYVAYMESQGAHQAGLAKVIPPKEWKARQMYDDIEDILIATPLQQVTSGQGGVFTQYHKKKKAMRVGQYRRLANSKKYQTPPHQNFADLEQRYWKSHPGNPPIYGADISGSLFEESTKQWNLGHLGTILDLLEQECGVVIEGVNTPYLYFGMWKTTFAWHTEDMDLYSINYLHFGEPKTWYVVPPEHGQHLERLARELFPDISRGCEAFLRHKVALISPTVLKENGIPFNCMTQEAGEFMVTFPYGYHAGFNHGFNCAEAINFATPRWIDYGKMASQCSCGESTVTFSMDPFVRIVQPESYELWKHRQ
GoLoco inh red – qHTS Assay for Inhibitors of RGS12 GoLoco Motif Activity (Red Fluorophore); Guanine nucleotide-binding protein G(i) subunit alpha-1 (Homo sapiens), P63096; Gai1:RGS12 GoLoco peptide FP, rhodamine, 10 min; Potency, µM (doses to about 61.6 µM), for inactives: top-dose activity, negative = inhibition, actives largely listed as inhibitors; 230,000 tested, 0.44% active; AID 880, 2007; active means well fitted inhibition curve with a large enough effect, not every such curve was filed as active; inactive means no such curve, though single readings can be large or run the other way; further: on the % scale 0 is the no-effect control and ±100 the full control effect; nearly all actives have a fitted effect of over 30% in size; many of its hits are not listed in these tables
Lamin A splicing – qHTS Assay for Modulators of Lamin A Splicing. AID 1487, 2009. HeLa LMNA splicing GFP/RFP minigene ratio, 48 h. Potency, µM (doses to about 46.1 µM), for inactives: at the highest dose ratio change, negative = inhibition, usual class: inhibitors. 200,000 tested, 0.01% active; active means well fitted inhibition curve with a large enough effect in the signal ratio, with a control signal flat, not every such curve was filed as active; inconclusive means small, poorly fitted or top-dose-only effect, or effect the other way, or a change in a side signal; the % refers to the signal ratio; further: on the % scale 0 is the no-effect control and ±100 the full control effect
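S3 HeLa cells stably expressing lamin A-EGFP splicing minigene plus DsRed2, 600 cells/well, 48 h compound exposure at 37C. Laser-scanning cytometry; analysed as GFP (500-530 nm)/RFP (575-640 nm) total intensity ratio; 0.5% DMSO vehicle.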
ALDH1A1 inh – qHTS Assay for Inhibitors of Aldehyde Dehydrogenase 1 (ALDH1A1); Aldehyde dehydrogenase 1A1 (Homo sapiens), P00352; Purified ALDH1A1, NADH fluorescence, propionaldehyde substrate; Potency, µM (top dose mostly 75.3 µM), for inactives: at the top dose activity, negative = inhibition, usual class: inhibitors; 220,000 tested, 7.3% active; AID 1030, 2008; active means well fitted inhibition curve with a large enough effect, not every such curve was filed as active; inconclusive means small, poorly fitted or top-dose-only effect, or another doubt; inactive means no such curve, though single readings can be large or run the other way;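 further: plate controls were no enzyme wells and a reference inhibitor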
TRb-SRC2 inh – qHTS for Inhibitors of the Interaction of Thyroid Hormone Receptor and Steroid Receptor Coregulator 2. Thyroid hormone receptor beta (Homo sapiens), P10828. TRbeta-SRC2 peptide binding, fluorescence polarization; receptor liganded with 1 µM T3. Potency, µM (titrated, usually from 106 µM), for the others: at the top dose activity change, negative = inhibition, most hits filed as inhibitors. 280,000 tested, 0.065% active. AID 1469, 2008;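 further: plate controls were bound peptide for no effect and peptide without receptor for full effect; nearly all actives have a fitted effect of over 50% in size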
Target sequence (P10828 whole entry, looked up): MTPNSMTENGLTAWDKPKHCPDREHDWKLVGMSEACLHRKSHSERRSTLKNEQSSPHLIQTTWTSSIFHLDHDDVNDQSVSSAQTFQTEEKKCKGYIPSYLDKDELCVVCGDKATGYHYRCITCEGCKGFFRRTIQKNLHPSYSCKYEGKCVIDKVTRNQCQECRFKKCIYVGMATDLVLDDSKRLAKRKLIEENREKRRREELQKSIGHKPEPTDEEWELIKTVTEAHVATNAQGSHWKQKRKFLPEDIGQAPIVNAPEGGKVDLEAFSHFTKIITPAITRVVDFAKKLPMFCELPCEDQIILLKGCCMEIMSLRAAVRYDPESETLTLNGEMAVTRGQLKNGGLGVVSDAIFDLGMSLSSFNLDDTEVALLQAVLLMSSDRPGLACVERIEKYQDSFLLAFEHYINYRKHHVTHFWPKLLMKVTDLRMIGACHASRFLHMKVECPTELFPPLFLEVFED
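Quantitative HTS by FP: 0.6 uM TRb LBD, 20 nM labeled SRC2 20-mer, 1 uM T3, 5% DMSO; 5 hr ambient incubation; % activity per concentration and potencies from concentration series.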
SMN2 splice up – qHTS Assay for Enhancers of SMN2 Splice Variant Expression | Potency, µM (titrated, usually from 46.1 µM), for inactives: at the highest dose activity change, positive = activation, hits mostly activators | 210,000 tested, 2.8% active | AID 1458, 2008 | HEK293 SMN2-luciferase splicing reporter, luminescence, 30-36 h; further: % of control where 0% means no effect; nearly all actives have a fitted effect of over 55% in size
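qHTS luciferase splicing reporter: luminescence rises when SMN2 exon 7 is included in transfected HEK293 cells. Compound exposure lasted 30-36 h at 37C, with 4.5 mM final sodium butyrate as control, followed by a ONE-Glo read.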
RECQ1 inh – qHTS Assay for Inhibitors of RecQ-Like Dna Helicase 1 (RECQ1). ATP-dependent DNA helicase Q1 (Homo sapiens), P46063. RECQ1 DNA unwinding, red fluorescence kinetic read. Potency, µM (series often up to 57.3 µM), for inactives: at the top dose activity, negative = inhibition, usual class: inhibitors. 240,000 tested, 0.54% active. AID 2549, 2010;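 further: plate controls were vehicle for no effect and no enzyme for full effect; nearly all actives have a fitted effect of over 30% in size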
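50 nM RECQ1T1 preincubated 15 min with compound in Tris pH 8.0 buffer with MgCl2, DTT, Tween-20 and 2.5 ug/ml poly(dI-dC); started with 200 nM TAMRA/BHQ-2 forked duplex and 2 mM ATP. Unwinding read as fluorescence (525/598 nm), two reads 2 h apart.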
The depositor's hits bear a star; i = inactive; ? = inconclusive; . = not tested or not shown; & = joins results of further samples; [ ] = remark or other dose. Unless noted, the call rests on the fitted dose curve; in most records, active means well fitted curve in the direction sought with a large enough effect; inconclusive means small, poorly fitted or top-dose-only effect, or another doubt; inactive means no such curve, though single readings can be large; an effect the other way counts as inactive or inconclusive. Potency means the concentration at half of the fitted maximal effect.

SMILES	TR SRC2 fluor cs	JMJD2E inh	GoLoco inh red	Lamin A splicing	ALDH1A1 inh	TRb-SRC2 inh	SMN2 splice up	RECQ1 inh
CCOC(=O)N1CCN(C(=O)CSCc2ccc(Cl)cc2)CC1	-2%	-24%	-10%	3%	?	6%	8%	-6%
CC(C)OC(=O)CN1CCN(c2ccc(Cl)cc2)CC1	1%	3%	2%	.	-2%	3%	-35%[inhibitor]	-19%
COc1ccc(CNC(=S)Nc2ccc3nc(N4CCOCC4)cc(C)c3c2)cc1	-1%	?	4%	.	?	7%	1%	-10%
CSc1c(C#N)c(N)nc2sc(C(=O)c3ccc(Cl)c(Cl)c3)c(N)c12	-3%	4%	-23%	.	.	6%	.	14%
COc1cc(NC(=O)C2CCCCC2)c(OC)cc1NC(=O)CCC(=O)NCc1ccco1	-1%	-9%	3%	18%	-12%	-22%	-14%	4%
CC(C)(C)NC(=S)NNC(=O)c1ccncc1	-1%	2%	3%	5%	9%	1%	-13%	-3%
Cc1ccc(NC(=O)CCSc2nnnn2-c2ccc3c(c2)OCO3)cc1C	-4%	2%	43%[activator]	-7%	13µM*	-10%	-34%[inhibitor]	-15%
O=C(c1ccc(Cl)cc1)N1CCC(O)(CSc2ccc(Cl)cc2)CC1	3%	0%	7%	10%	16µM*	-7%	-39%[inhibitor]	i
CCC(OC(=O)c1nsc(Cl)c1Cl)C(=O)NCc1cccs1 (configuration not stated)	3%	-7%	0%	-6%	3%	-15%	4%	0%
O=C1OC(c2ccc(Cl)cc2)/C(=C(/O)c2ccccc2)C1=O (configuration not stated)	-2%	-28%	-10%	-4%	7.9µM*	-17%	-3%	i
CCN(CC)S(=O)(=O)c1ccc(N2CCOCC2)c(NC(=O)c2cc(=O)[nH]c3ccccc23)c1	0%	4%	-2%	-27%[46 µM]	14µM*	-11%	-2%	0%
Cc1oc(C(C)(C)C)cc1C(=O)Nc1ccc2c(c1)OCO2	-4%	1%	6%	.	-12%	2%	.	-10%
C(=N\Nc1nn2cnnc2c2ccccc12)/c1ccco1	-8%	-22%	15%	.	-9%	3%	-28%	-23%
O=C(/C=C/c1ccccc1)NC(N1CCOCC1)C(Cl)(Cl)Cl (configuration not stated)	-3%	19%	14%	6%[46 µM]	9%	-6%	.	-14%
O=C(CSc1nnc2n(C3CCCC3)c(=O)c3ccccc3n12)N1CCCCCC1	0%	6%	8%	7%	?	-8%	?	i
COc1ccc(/C(O)=C2/C(=O)C(=O)N(c3ncccn3)C2c2ccc(OC)c(OC)c2)cc1 (configuration not stated)	2%	-3%	0%	1%	2%	-7%	15%	i
Cc1nc(C/C(=N\Nc2ccccc2)c2ccc(O)cc2O)cs1	-6%	14µM*	-1%	-3%[46 µM]	3.2µM*	-8%	-10%	-2%
Cc1cc(Nc2ccccc2Cl)n2nnnc2n1	-5%	-17%	11%	8%	8%	-1%	-10%	-4%
CC12CS(=O)(=O)CC1SC(=S)N2Cc1ccccc1 (configuration not stated)	2%	19%	8%	.	-1%	0%	-20%	-14%
O=C1CC(N2CCSCC2)C(=O)N1c1cccc(Cl)c1 (configuration not stated)	-3%	-1%	-6%	?	?	-2%	-33%[inhibitor]	-15%
O=C(CCn1nnc2ccccc2c1=O)NCC1CCC(C(=O)O)CC1 (configuration not stated)	3%	-5%	8%	-5%	?	-3%	24%	-5%
COc1cc(OC)nc(NC(=O)CSc2nc3ccccc3o2)n1	0%	4%	4%	8%	5%	-14%	-23%	-4%
COc1cc(OC)cc(C(=O)N[C@H](C(=O)OCn2nnc3ccccc3c2=O)C(C)C)c1	-1%	9%	7%	-21%[46 µM]	-6%	3%	14%	i
CCOc1ccc(S(=O)(=O)Nc2nc3ccc(OC)cc3s2)cc1	-6%	2%	0%	-2%	5%	-2%	-3%	-9%
CC(=O)N1c2c(cc(Br)cc2S(=O)(=O)Nc2c(C)n(C)n(-c3ccccc3)c2=O)CC1C (configuration not stated)	-1%	2%	-8%	.	-6%	-3%	-12%	2%
SMILES	TR SRC2 fluor cs	JMJD2E inh	GoLoco inh red	Lamin A splicing	ALDH1A1 inh	TRb-SRC2 inh	SMN2 splice up	RECQ1 inh
Cc1cc(OCC(=O)N(C)C2CCCCC2)ccc1Cl	-1%	2%	8%	7%[46 µM]	-9%	-1%	?	-3%
COC(=O)c1n[nH]c2ccccc12	-6%	?	4%	-3%	2%	-3%	11%	i
Nc1nc(N)nc(COc2ccccc2)n1	-2%	-7%	7%	.	1%	0%	11µM*	4%
O=C(O)c1ccc(-c2ccccc2C(F)(F)F)s1	-4%[201 µM]	.	-21%[88.7 µM]	.	?	3%[201 µM]	.	0%[126 µM]
CCN(CC(=O)Nc1sc2c(c1C#N)CCC(C)C2)CC(=O)NC1CCS(=O)(=O)C1 (configuration not stated)	0%	-24%	7%	.	?	-10%	-8%	-2%
COc1cc(/C=C2\SC(=Nc3ccccc3)N(Cc3ccco3)C2=O)ccc1OC(C)C(=O)O (configuration not stated)	1%	-8%	13%	?	-4%	5%	-21%	3%
CCN(CC)c1ccc(S(=O)(=O)N2CCOCC2)cc1NC(=O)c1cc(=O)c2ccccc2o1	-1%	10%	9%	-27%[46 µM]	?	-1%	-23%	i
CCCNC(=S)N1CCC(C(=O)c2ccc3c(c2)OCCO3)CC1	-8%	-27%	4%	?	0%	4%	-36%[inhibitor]	-4%
CSCC[C@@H]1NC(=O)C/C=C\[C@@H](C)COC(=O)[C@@H](CCSC)NC(=O)C/C=C\[C@@H](C)COC1=O	1%[11.2 µM]	.	.	.	-5%[13.5 µM]	-7%[11.2 µM]	.	i[11.5 µM]
Cc1ccccc1C(=O)N1CCC(C(N)=O)CC1	-8%	-3%	-3%	6%	?	-3%	-10%	i
O=C(/C=C/c1ccc(Cl)cc1)Nn1c(-c2cccs2)nc2ccccc2c1=O	-20%	.	4%	-10%	?	11%	-19%	-8%
CC(=O)Nc1ccc(S(=O)(=O)N[C@@H](C)C(=O)OCc2cc([N+](=O)[O-])cc3c2OCOC3)cc1	-3%	-10%	3%	.	.	-1%	.	i
CC(=O)/C(C#N)=C1\NC(=O)C(Cc2ccccc2)S1 (configuration not stated)	1%	?	13%	?	-15%	-5%	-5%	-4%
CCOc1ccc(NC(=O)C2=C(C)NC(=S)NC2c2ccc(O)c(OC)c2)cc1 (configuration not stated)	-3%	0%	9%	-6%	-3%	-5%	23%	1%
CCC(=O)N(C)CCc1cc2c(c(OC)c1/C=N/Nc1ccc(C(=O)O)cc1)OCO2	-2%	?	-13%	.	.	10%	.	-3%
O=c1[nH]c(-c2ccccn2)cc2ccccc12	-1%	?	0%	?	?	1%	16µM*	6%
CCC(C)NC(=O)Cn1cnc([N+](=O)[O-])c1 (configuration not stated)	1%	9%	12%	18%[46 µM]	8%	1%	.	-11%
C=CCn1c(=O)c2c(nc3n2CCN3c2cccc(Cl)c2C)n(C)c1=O	2%	11%	-5%	?	11%	3%	-8%	i
Cc1ccc(C(C)C)c(OCCNC(=O)c2cncc(Br)c2)c1	2%	-7%	4%	8%	2%	2%	-25%	-3%
Cc1nnc(SC(C)C(=O)Nc2ncc(Cl)cc2Cl)n1Cc1ccccc1 (configuration not stated)	2%	1%	-15%	9%	-5%	-13%	-6%	-4%
CCN1CCN(c2nn3c(=O)c4ccccc4nc3c3ccccc23)CC1	-1%	-19%	1%	-5%	?	0%	13%	-6%
O=C(CNc1ccccc1)N/N=C/c1ccc([N+](=O)[O-])o1	-6%	6%	7%	?	?	-3%	-29%	-12%
Cc1ccccc1CS(=O)(=O)Cc1ccc(C(=O)NCCCN2CCOCC2)o1	0%	5%	2%	3%	4%	2%	26%	-5%
NC(=NC1CCCCC1)c1ccc(Cl)cc1	-1%	?	3%	.	0%	-5%	-11%	i
C=CC1=C2C=C(C3CC3)N(CCCN(CC)CC)C=C2C(=O)C(C)(OC(=O)c2ccco2)C1=O (configuration not stated)	-4%[11.2 µM]	-5%[11.4 µM]	-7%[14.2 µM]	?	7%[13.5 µM]	-2%[11.2 µM]	-3%[9.22 µM]	-2%[11.5 µM]
SMILES	TR SRC2 fluor cs	JMJD2E inh	GoLoco inh red	Lamin A splicing	ALDH1A1 inh	TRb-SRC2 inh	SMN2 splice up	RECQ1 inh
COC(=O)Cn1c(=NC(=O)c2ccc(Cl)s2)sc2cc(C)ccc21	-2%[53 µM]	0%	16%	-11%	?	-3%[53 µM]	4µM*	-3%
COc1cccc(C2=Nn3c(nnc3-c3ccccc3O)SC2)c1	-1%&-1%	3%	2%	1%	?	0%&4%	-15%	-14%&-11%
COc1ccc(-c2cc(=Nc3ccc(C(=O)O)cc3)c3cc(C)ccc3o2)cc1	0%	?	4%	7%[9.22 µM]	?	3%	18µM*	-8%
COc1ccc(CN2CCNC(=O)C2CC(=O)N(C)Cc2nccn2C)cc1OC (configuration not stated)	-1%	-8%	-3%	.	-2%	-7%	.	-9%
CC(C)(C)c1cc(CN(CCO)CCO)c(O)c(C(C)(C)C)c1	-9%	-21%	-6%	.	.	-1%	.	-17%
O=c1c2cnn(-c3ccccc3)c2nc(-c2cccs2)n1-c1ccc(Cl)cc1	6%	-12%	10%	-2%	?	-1%	-59%[inhibitor]	-6%
Cc1nc(SCC(=O)N2CCOCC2)c2ccsc2n1	-2%	1%	7%	10%	11%	-5%	-3%	-2%
Cc1ccc(NC(=O)C2(c3ccccc3)CC2(Cl)Cl)cc1C (configuration not stated)	1%	-7%	-6%	?	-8%	10%	-2%	-6%

An excerpt, so the mix of outcomes need not match the whole.
